High-throughput results as filed in PubChem BioAssay.
hERG rescue = shields human hERG channel from block by proarrhythmic agents; Q12809; CHO-hERG, FluxOR thallium flux, dofetilide IC70 present; activation (rescue from dofetilide block), less the hit threshold, % at 10 µM; 310,000 compounds, 0.51% hits; AID 1511;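 active = activation above the mean of controls blocked by dofetilide plus 5 SD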;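 also: thallium influx through hERG after potassium depolarization seen as dye fluorescence rise; in these data hits start at about 4.7%; inactives centre near -7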
HDAC3 inh = inhibitors of human histone deacetylase 3 | AID 2718 | inhibition, % at 8.3 µM | 320,000 compounds, 0.15% hits | recombinant HDAC3, fluorogenic peptide/trypsin coupled, fluorescence; in the data active = inhibition above about 26%, passing the limit was not always enough; inconclusive = no clear call, values can overlap the other calls
Target sequence (O15379 whole entry, looked up): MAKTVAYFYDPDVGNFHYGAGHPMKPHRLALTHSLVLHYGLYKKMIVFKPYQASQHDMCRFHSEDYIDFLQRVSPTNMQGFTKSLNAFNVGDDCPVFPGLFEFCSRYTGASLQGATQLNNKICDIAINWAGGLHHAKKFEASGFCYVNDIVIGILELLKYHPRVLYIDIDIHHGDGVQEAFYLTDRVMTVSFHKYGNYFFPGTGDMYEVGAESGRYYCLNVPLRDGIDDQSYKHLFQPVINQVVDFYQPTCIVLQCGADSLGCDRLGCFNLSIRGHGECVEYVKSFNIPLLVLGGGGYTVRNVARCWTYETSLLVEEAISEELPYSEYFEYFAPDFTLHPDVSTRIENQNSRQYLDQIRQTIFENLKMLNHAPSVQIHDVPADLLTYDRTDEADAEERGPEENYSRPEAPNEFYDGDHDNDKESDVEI
DYRK1A inh = blocks rat Dyrk1A kinase activity | Q63470 | AID 504441 | 310,000 compounds, 0.43% hits | inhibition, % at 12.5 µM | ADP-Glo luminescence, NFATc1 peptide; in the data active = inhibition above about 50%;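 also: plate controls were vehicle with enzyme for no effect and no enzyme for full effect; many of its hits are not listed in these tables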
TRPC4 act = TRPC4 (mouse) channel activation; HEK293 TRPC4beta/mu-opioid, Fluo4 calcium fluorescence; active compounds read high; 310,000 compounds, 0.49% hits; Q9QUQ5; B-score at 10 µM;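 active = B-score above 5 SD of library B-scores, and initial fluorescence ratio not above library mean plus 5 SD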;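 also: positive B-score marks a calcium rise read as TRPC4 activation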
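Technique: kinetic Fluo4 calcium fluorescence; Test system: TRPC4beta and mu-opioid receptor HEK293 stable cells; Measure: B-scored integrated calcium fluorescence ratio; Benchmarks: low control buffer alone, high control maximal DAMGO; Schedule: 45 min room-temperature Fluo4 loading, 110 s read.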
TMEM16A inh = mouse TMEM16A channel inhibition, primary screen; 310,000 compounds, 1.2% hits; HEK293 TMEM16A/YFP iodide influx fluorescence, ionomycin; Q8BHY3; normalized B-score (activity score, 25-100; higher = stronger inhibition) at 10 µM;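 active = ratio plate-corrected score three or more library SD toward inhibition, starting fluorescence score within five deviations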;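 also: score derived from kinetic fluorescence span divided by baseline fluorescence per well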
TMEM16A act = activates or potentiates the mouse TMEM16A chloride channel; Q8BHY3; HEK293 TMEM16A/YFP-H148Q/I152L, iodide quench fluorescence; active compounds read low; B-score at 10 µM; 340,000 compounds, 0.3% hits; AID 623877;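 active = fluorescence-ratio B-score plate-corrected deviation score at least 3 library SD below zero, with starting fluorescence score within 5 deviations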;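 also: channel opened by trigger with iodide after compound preincubation; score built on the fluorescence ratio of max minus min over baseline; more negative score means more quench and so TMEM16A activation or potentiation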
KCNQ1 pot = potentiators or activators of human KCNQ1 potassium channel; CHO-K1 KCNQ1, thallium flux FluxOR fluorescence; active compounds read high; 310,000 compounds, 0.35% hits; P51787; B-score at 10 µM;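 active = fluorescence ratio B-score, a plate-corrected score, at least three library SD, with initial intensity B-score within 5 SD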
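Medium – assay buffer, equal DMSO in all wells · Material – CHO-K1 cell line with stable KCNQ1 potassium channel expression · Signal – kinetic FluxOR thallium fluorescence, 10-s 1-Hz baseline, 110-s post-stimulus read · Compound – single concentration per compound, DMSO matched to controls · Schedule – 37 °C overnight plating, 90-min dark dye load, 20-min compound pretreatment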
KCNK3 block = human KCNK3 channel inhibition, primary screen | CHO-KCNK3 thallium flux, FluxOR fluorescence; active compounds read low | B-score at 10 µM | 340,000 compounds, 0.84% hits | AID 602410;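 active = B-score under library mean minus 4 SD, starting fluorescence ratio at most library mean plus 5 SD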;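 also: more negative B-score means stronger inhibition of thallium flux through KCNK3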
TRPC4 PAM = TRPC4 (mouse) allosteric potentiation. HEK293 TRPC4beta/mu-opioid, DAMGO EC20, Fluo-4 Ca2+ flux; active compounds read high. B-score at 10 µM. 310,000 compounds, 0.42% hits;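 active = B-score of calcium response area above 5 SD of library B-scores, with initial fluorescence ratio within 5 SD of library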;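 also: B-score of integrated fluorescence ratio over time as area under calcium response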
KCNQ1 inh = blocks the human KCNQ1 potassium channel | P51787 | CHO-K1 KCNQ1, FluxOR thallium flux fluorescence; active compounds read high | B-score at 10 µM | 310,000 compounds, 1.3% hits;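 active = compounds whose thallium flux B-score, printed positive for inhibition, exceeds three library SD while starting fluorescence stays within three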;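 also: channel opened by potassium depolarization with thallium stimulus after 20 min compound exposure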
KCNK9 block = blocks the human KCNK9 two-pore domain potassium channel; Q9NPC2; HEK293 KCNK9, FluxOR thallium flux fluorescence; active compounds read low; B-score at 10 µM; 310,000 compounds, 1.2% hits; AID 488922;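 active = ratio B-score over 3 SD below the library mean, with starting fluorescence within 5 SD of its mean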;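 also: negative B-score means less thallium flux so channel inhibition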
Target sequence (Q9NPC2 whole entry, looked up, the tested form may be a part): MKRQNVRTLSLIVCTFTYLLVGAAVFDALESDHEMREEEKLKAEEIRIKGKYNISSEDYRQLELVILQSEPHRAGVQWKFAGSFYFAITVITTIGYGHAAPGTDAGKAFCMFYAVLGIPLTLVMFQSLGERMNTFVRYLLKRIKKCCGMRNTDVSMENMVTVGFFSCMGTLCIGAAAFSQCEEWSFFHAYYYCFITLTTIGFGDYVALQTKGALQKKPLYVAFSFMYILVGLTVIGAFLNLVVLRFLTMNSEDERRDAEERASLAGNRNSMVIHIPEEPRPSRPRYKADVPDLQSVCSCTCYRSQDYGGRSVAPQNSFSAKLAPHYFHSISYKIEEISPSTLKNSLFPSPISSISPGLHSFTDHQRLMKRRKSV
* hit, by the source's call; i = inactive; ? = inconclusive; . = not tested or not shown. This is a subset. The share of hits here may be higher or lower than overall.

Results follow in this order: hERG rescue | HDAC3 inh | DYRK1A inh | TRPC4 act | TMEM16A inh | TMEM16A act | KCNQ1 pot | KCNK3 block | TRPC4 PAM | KCNQ1 inh | KCNK9 block
CC(C(=O)NC1CCCc2ccccc21)N1CCN(c2ccc(F)cc2)CC1 (stereo not drawn)
    -4 | 1 | 0 | i | i | i | i | i | i | i | i
Cc1cccc(NC(=O)CSc2nnc(CNC(=O)c3ccco3)o2)c1C
    -10 | -4 | -6 | i | i | i | i | i | i | i | i
CCS(=O)(=O)N1CCN(C(=O)c2cccc(OC)c2)CC1
    -10 | 6 | 5 | i | i | i | i | i | i | i | i
COc1ccc(NC(=O)CS(=O)c2ccccc2Cl)cc1 (stereo not drawn)
    -7 | 4 | . | i | i | i | i | i | i | i | i
COc1ccc(Cc2nnc(NS(=O)(=O)c3ccc([N+](=O)[O-])cc3)s2)cc1
    -10 | 5 | -4 | i | i | i | i | i | i | i | i
COC(=O)CN1C(=S)N(C)C(=O)C1CC(=O)Nc1ccccc1 (stereo not drawn)
    -2 | 0 | -3 | i | i | i | i | i | i | i | i
COc1cccc(NC(=S)Nc2cccc3ccccc23)c1
    -9 | 0 | 2 | i | i | i | i | i | i | i | i
O=C(O)CN1CCN(Cc2ccccc2Cl)C1=O
    -9 | -1 | -2 | i | i | i | i | i | i | i | i
CCOC(=O)N1CCN(C(=O)CN(C2CCCCC2)S(=O)(=O)c2ccc(F)cc2)CC1
    -7 | -1 | . | i | i | i | i | i | i | i | i
Cc1ccc(-c2nn(-c3ccccc3)cc2CSC(=N)N)cc1
    -14 | 7 | 19 | 68* | 25* | i | i | i | i | i | i
c1ccn(-c2ccc(N3CCOCC3)cc2)c1
    -10 | 4 | -3 | i | i | i | i | i | i | i | i
O=[N+]([O-])c1cccc(/C=C/c2nc3ccc([N+](=O)[O-])cc3[nH]2)c1
    -35 | 11 | 33 | i | i | i | i | i | i | 9* | i
CN1C(C(=O)NCc2cccc(C(F)(F)F)c2)CC2Cn3c(nc4cc5ccccc5cc43)C21 (stereo not drawn)
    -12 | 1 | 0 | i | i | i | i | i | i | i | i
CCN1CCC(=NNC(=O)c2ccco2)CC1
    -5 | -1 | -1 | i | i | i | i | i | i | i | i
COC(=O)CSc1ncnc2c1cnn2Cc1ccccc1
    -2 | -16 | 4 | i | i | i | i | i | i | i | i
CCc1ccccc1NC(=O)N1C2CCCC1CC(NC(C)=O)C2 (stereo not drawn)
    6.0* | -9 | 4 | i | i | i | i | i | i | i | i
N#Cc1c(-c2ccccc2)nc(-c2cccnc2)[nH]c1=O
    0 | 0 | 20 | i | i | i | i | i | i | i | i
O=C(Nc1ccc2oc(-c3ccncc3)nc2c1)c1ccc([N+](=O)[O-])o1
    -2 | -4 | -4 | i | i | i | i | i | i | i | i
Cc1occc1C(=O)Nc1sc2c(c1C(N)=O)CCC(C(C)(C)C)C2 (stereo not drawn)
    0 | -1 | 0 | i | i | i | i | i | i | i | i
O=S1(=O)c2ccccc2N=NN1Cc1ccc(Cl)c(Cl)c1
    -5 | -4 | . | i | i | . | i | . | i | i | i
O=C(CNC(=O)N1CC(=O)Nc2ccccc21)NCCc1c[nH]c2ccccc12
    -6 | -1 | -3 | i | i | i | i | i | i | i | i
COc1cccc(-c2csc(N3CCN(C(=S)Nc4ccccc4C)CC3)n2)c1
    -26 | 6 | 1 | i | i | i | i | i | i | i | i
N#CC1=C2SCN(Cc3ccco3)CN2C(=O)CC1c1ccccc1F (stereo not drawn)
    -9 | -3 | 2 | i | i | i | i | i | i | i | i
Cc1ccc(OCC(=O)NNC(=O)C(C)Sc2ncnc3sc(C)c(C)c23)cc1 (stereo not drawn)
    -3 | 7 | -2 | i | 100* | i | i | i | i | i | i
O=C(Nc1ccc2[nH]ccc2c1)c1ccc(F)cc1
    -10 | -1 | 6 | i | i | i | i | i | i | i | i
CC(C)(C)NCc1cc(Br)ccc1OC1CCCC1
    -11 | -1 | 4 | i | i | i | i | i | i | i | i
CC(C)(O)C#Cc1ccc(CN2CCC(n3nccc3NC(=O)C3CC3)CC2)cc1
    -5 | ? | -3 | i | i | i | i | i | i | i | i
Cc1[nH]n(-c2cccc(Cl)c2)c(=O)c1/C=N/n1c(C)nc2ccccc2c1=O
    2 | -1 | -2 | i | i | i | i | i | i | i | i
COCCn1c(=O)[nH]c2cc(C(=O)NCCN3CCN(c4ccccc4F)CC3)ccc2c1=O
    -16 | -2 | 1 | i | i | i | i | i | i | i | i
Cc1onc(-c2c(F)cccc2Cl)c1C(=O)Nc1nc2ccccc2[nH]1
    -8 | 1 | 8 | i | i | i | i | i | i | i | i

Continued, starting with the last 2 of the part before.
Results follow in this order: hERG rescue | HDAC3 inh | DYRK1A inh | TRPC4 act | TMEM16A inh | TMEM16A act | KCNQ1 pot | KCNK3 block | TRPC4 PAM | KCNQ1 inh | KCNK9 block
COCCn1c(=O)[nH]c2cc(C(=O)NCCN3CCN(c4ccccc4F)CC3)ccc2c1=O
    -16 | -2 | 1 | i | i | i | i | i | i | i | i
Cc1onc(-c2c(F)cccc2Cl)c1C(=O)Nc1nc2ccccc2[nH]1
    -8 | 1 | 8 | i | i | i | i | i | i | i | i
CCOC(=O)N1CCN(C(=O)CSc2ccc(-c3cccc(OC)c3)nn2)CC1
    -9 | 2 | -1 | i | i | i | i | i | i | i | i
CCn1c(=O)n(CC)c2cc(N3CCCC3)c(NC(=O)c3ccccc3F)cc21
    -7 | 2 | 5 | i | i | i | i | i | i | i | i
O=C(CN1C(=O)CSC1=O)Nc1ccc(C(=O)O)cc1
    -2 | 0 | 11 | i | i | i | i | i | i | i | i
Cc1nc(-c2ccccn2)sc1C(=O)O
    -8 | 3 | 0 | i | i | i | i | i | i | i | i
Cc1cc(C(=O)NCc2ccc(S(N)(=O)=O)cc2)ccc1[N+](=O)[O-]
    -2 | -4 | -1 | i | i | i | i | i | i | i | i
CC(C)Oc1ccc(S(=O)(=O)N2CCOCC2)cc1NC(=O)CN1C(=O)NC2(CCCC2)C1=O
    -8 | -2 | 17 | i | i | i | i | i | i | i | i
COc1cccc(C(=O)N(Cc2ccc(N(C)C)cc2)C2CCS(=O)(=O)C2)c1 (stereo not drawn)
    -8 | 1 | 9 | i | i | i | i | i | i | i | i
Cc1ccc(NC(=O)O/N=C/c2cccc([N+](=O)[O-])c2)cc1
    -17 | 6 | 5 | i | i | i | i | i | i | i | i
CCCCCCCOc1ccc(OC(=O)c2cccnc2)cc1
    -10 | 3 | -4 | i | i | i | i | i | i | i | i
O=C(NN1CCOCC1)c1cccc(COc2cccc(Br)c2)c1
    -5 | 0 | 4 | i | i | i | i | i | i | i | i
Cc1ccc(-c2cc3nc(-c4ccccc4)cc(N)n3n2)cc1
    -3 | -10 | -3 | i | i | i | i | i | i | i | i
CCc1ccc(C2CC(c3ccc(C)cc3)Nc3nc(N)nn32)cc1 (stereo not drawn)
    1 | -7 | 7 | i | i | i | i | i | i | i | i
C=CCN1C=CC(=CC=C(C#N)C#N)C=C1
    -11 | 21 | 1 | i | i | -7.7* | i | i | i | 7* | i
CC(C)(C)c1ccc(C(=O)N/C(=C/c2cccs2)C(=O)NCc2ccco2)cc1
    -3 | 7 | 4 | i | i | i | i | i | i | i | i
O=C(Cc1cccc(C(F)(F)F)c1)N1CCCC1
    -12 | -1 | 3 | i | i | i | i | i | i | i | i
CC(C)C(NC(=O)OCc1ccccc1)C(=O)NC1CCCCC1 (stereo not drawn)
    -6 | 0 | 1 | i | i | i | i | i | i | i | i
Cc1cc(-c2ccccc2)nc(N/N=C/c2ccco2)n1
    -14 | 5 | -17 | i | i | i | i | i | i | i | i
CCOC(=O)c1c(C)c(C(=O)NCCN2CCOCC2)c(C)n1CC
    -10 | 1 | 1 | i | i | i | i | i | i | i | i
CC(=O)Nc1ccccc1-c1nc2ccccc2nc1OCC(=O)c1ccc(Cl)cc1
    -13 | -5 | -7 | i | i | i | i | i | i | i | i
O=C(c1ccc(Br)cc1)N1CCN(Cc2ccccc2)CC1
    -6 | 8 | 13 | i | i | i | i | i | i | i | i
COc1cccc(CNC(=O)c2cc(S(=O)(=O)N3CCCC3)cn2C)c1
    -10 | . | -1 | i | i | i | i | i | i | i | i
CC(NC(=O)C(=O)N1CCOCC1)C(c1cccs1)N1CCN(c2ccccc2)CC1 (stereo not drawn)
    -2 | 3 | -1 | i | i | i | i | i | i | i | i
COCCN(CC(=O)NC1CCCCC1)C(=O)CCCC(=O)Nc1ccccn1
    -10 | 0 | -2 | i | i | i | i | i | i | i | i
O=C(Nc1ccc2c(c1)OCO2)Nc1ccc2c(c1)OCO2
    -7 | -4 | 1 | i | i | i | i | i | i | i | i
CCOC(=O)N1CCN(Cc2cc(=O)oc3cc4c(cc23)CCC4)CC1
    -9 | -5 | 8 | i | i | -14* | i | i | i | i | i
O=C(COc1ccccc1)NCCc1cn2ccsc2n1
    -3 | -7 | 3 | i | i | i | i | i | i | i | i
CS(=O)(=O)Nc1ccc(C2=NN(S(C)(=O)=O)C(c3ccccc3)C2)cc1 (stereo not drawn)
    -3 | -28 | . | i | i | i | i | i | i | i | i
COC(=O)c1cn(Cc2ccccn2)c(=O)c2ccccc12
    -11 | -2 | -2 | i | i | i | i | i | i | i | i
CN1CCN(C(=O)c2ccc(C3SCC(=O)N3Cc3ccco3)cc2)CC1 (stereo not drawn)
    -9 | -4 | -1 | i | i | i | i | i | i | i | i
COc1cc(C(=S)N2CCN(C)CC2)ccc1OCC(=O)NCc1ccccc1
    -5 | 5 | -1 | i | i | i | i | i | i | i | i
Cc1ccnc(NC(=O)CSc2nnc3c(n2)[nH]c2ccccc23)c1
    2 | . | . | i | i | . | i | . | i | i | i
CCN1C(=O)N/C(=C/c2ccc(Sc3ccc(C)cc3)o2)C1=O
    -8 | 2 | -2 | i | i | i | i | i | i | i | i
Cn1c(=O)c2c(nc(N3CCCCCC3)n2CC(O)COc2ccccc2)n(C)c1=O (stereo not drawn)
    1 | -2 | -3 | i | i | i | i | i | i | i | i
COCc1cc(C)nc(OCC(=O)N/N=C/c2cccc(OC)c2)c1C#N
    -7 | -9 | 3 | i | i | i | i | i | i | i | i
COc1ccc2c(c1)C1C=CCC1C(c1cc3c(cc1Br)OCO3)N2 (stereo not drawn)
    -15 | -8 | 1 | i | i | i | i | i | i | i | i
Cc1[nH]ccc(=O)c1OCc1c(Cl)cccc1Cl
    -15 | -2 | 32 | i | i | i | i | i | i | i | i
